Screening data (PubChem)
Mito fusion yeast: blocks mitochondrial division or promotes mitochondrial fusion. S. cerevisiae fusion-defective mutant growth rescue, CellTiterGlo 48 h. Potency, µM (top dose mostly 46.1 µM), without a hit: at the top dose growth rescue (activation), usual class: activators. actives 0.23% (n = 320,000). AID 485298;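 further: potency means the concentration at half of the fitted maximal effect; % of control where 0% means no effect; nearly all actives have a fitted effect of over 45% in size; temperature-sensitive fusion mutants such as fzo1-1 at 37 °C on non-fermentable ethanol glycerol medium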
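Growth-rescue viability read-out: after 48 h at the non-permissive 37C in glycerol/ethanol YPEG, yeast mitochondrial fusion mutants are measured by CellTiterGlo luminescence; compounds (23 nl pinned per well) restoring growth score as division inhibitors or fusion activators.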
USP2a block: blocks human ubiquitin-specific protease USP2a. USP2 core, Ub-CHOP2 coupled fluorogenic reporter, 485/531. AID 463254. O75604. Potency, µM (top dose mostly 38.3 µM), inactives show top-dose activity change, negative = inhibition, hits mostly inhibitors. actives 0.01% (n = 330,000);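 further: potency means the concentration at half of the fitted maximal effect; plate controls were DMSO wells for no effect and full inhibition by NEM control for full effect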
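USP2 core (10nM final) preincubated 30min RT with compound in 20mM Tris-HCl pH 8.0, 2mM CaCl2, 2mM beta-mercaptoethanol, 0.05% CHAPS; 25nM Ub-CHOP2 plus 25nM reporter substrate added, fluorescence (Ex485/Em531) read after 60min.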
Tb PFK inh: T. brucei PFK enzyme inhibition; O15648; T. brucei PFK, ADP-Glo luminescence; Potency, µM (series often up to 57.5 µM), without a hit: top-dose activity, negative = inhibition, usual class: inhibitors; actives 0.17% (n = 330,000); AID 485367;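 further: potency means the concentration at half of the fitted maximal effect; 0% = uninhibited 1x PFK enzyme wells and -100% = no-enzyme wells; nearly all actives have a fitted effect of over 60% in size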
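Activity is normalized to no-enzyme wells (full inhibition) and 1.25 nM enzyme wells (no inhibition). Reaction: 0.5 mM F6P, 0.1 mM ATP, 45 min RT, ADP-Glo luminescence; concentration-response curves fitted and classed by quality.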
Eya2 phos inh: Eya2 (human) phosphatase inhibition; recombinant Eya2, OMFP fluorescence dephosphorylation (OMFP is methylfluorescein phosphate); actives 0.006% (n = 330,000); Potency, µM (doses to about 76.9 µM), without a hit: at the highest dose activity, negative = inhibition, usual class: inhibitors; further: potency means the concentration at half of the fitted maximal effect; on the % scale 0 is the no-effect control and ±100 the full control effect
Target sequence (O00167 whole entry, looked up): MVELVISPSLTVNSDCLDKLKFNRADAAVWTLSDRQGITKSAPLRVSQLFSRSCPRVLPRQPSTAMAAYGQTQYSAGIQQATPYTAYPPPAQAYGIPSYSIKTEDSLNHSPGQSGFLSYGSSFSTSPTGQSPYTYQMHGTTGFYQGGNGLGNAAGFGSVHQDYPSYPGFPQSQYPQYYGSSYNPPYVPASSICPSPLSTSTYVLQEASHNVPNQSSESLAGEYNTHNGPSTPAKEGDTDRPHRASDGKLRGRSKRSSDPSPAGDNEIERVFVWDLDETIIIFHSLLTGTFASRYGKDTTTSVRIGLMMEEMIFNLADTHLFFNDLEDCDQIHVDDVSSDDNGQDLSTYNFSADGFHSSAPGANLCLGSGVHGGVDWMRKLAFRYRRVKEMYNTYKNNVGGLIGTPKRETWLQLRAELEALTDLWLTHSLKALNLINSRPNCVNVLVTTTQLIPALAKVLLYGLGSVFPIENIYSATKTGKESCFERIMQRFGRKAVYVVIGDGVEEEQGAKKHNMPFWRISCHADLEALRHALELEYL
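Eya2 (0.2 uM) preincubated 10 min at ambient with compound, then OMFP substrate added at 50 uM; 10 min reaction in 50 mM HEPES pH 7.5, 50 mM NaCl, 5 uM MgCl2, 0.05% BSA, 1 mM DTT. Fluorescence read at Ex 485/Em 525 nm.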
PTAP TSG101 blk: blocks PTAP/TSG101 interaction to inhibit HIV-1 budding | Q99816 | Fluorescence polarization, FITC-PTAP peptide / Tsg101 binding | Potency, µM (titrated, usually from 115 µM), inactives show at the top dose activity change, negative = inhibition, actives largely listed as inhibitors | 340,000 tested, under 10 active; active means well fitted inhibition curve with a large enough effect in the main read-out, with a control signal flat, not every such curve was filed as active; inconclusive means small, poorly fitted or top-dose-only effect, or effect the other way, or a change in a side signal; inactive means no such curve, though single readings can be large or run the other way; further: potency means the concentration at half of the fitted maximal effect; % of control where 0% means no effect
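Fluorescence anisotropy tracks displacement of a FITC-tagged PTAP peptide (50 nM) from the Tsg101 binding domain (10 uM), following a 20 min room-temperature incubation at pH 7.5.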
Chronic BCR inh: chronic active BCR signaling inhibition; ABC-DLBCL IkBa-CBG/CBR reporter, luminescence ratio, 4 h; Potency, µM (top dose mostly 46.1 µM), for the others: top-dose ratio change, negative = lower green/red ratio, actives largely listed as inhibitors; actives 0.05% (n = 340,000); AID 493014; active means well fitted inhibition curve with a large enough effect in the signal ratio, with a control signal flat, not every such curve was filed as active; inconclusive means small, poorly fitted or top-dose-only effect, or effect the other way, or a change in a side signal; the % refers to the signal ratio;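 further: potency means the concentration at half of the fitted maximal effect; plate controls were basal doxycycline-induced cells for no effect and cells given 10 µM MG132 for full effect; MG132 reads +100%, hits lower the ratio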
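Doxycycline induced both beetle luciferases in TMD8 lymphoma cells; IKK-driven degradation limits the IkappaBalpha-fused green signal, while red luminescence normalises for cell number and nonspecific effects. Compounds tested up to 46 uM, 4 hrs.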
ELG1 repair inh: ELG1-dependent DNA repair inhibition; HEK293T ELG1-luciferase reporter, luminescence, 16 h; DNA damage induced by 5-fluorouridine; Potency, µM (titrated, usually from 46.1 µM), for the others: top-dose activity change, negative = inhibition, actives largely listed as inhibitors; actives 2.3% (n = 330,000); further: potency means the concentration at half of the fitted maximal effect; on the % scale 0 is the no-effect control and ±100 the full control effect; nearly all actives have a fitted effect of over 55% in size
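Step one: seed 2,000 cells per well. Step two: pin-transfer compound or DMSO alongside 5-fluorouridine. Step three: incubate 16 hr, 37 °C, 5% CO2. Step four: add ONE-Glo, wait 30 min, read luminescence.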
B2AR arrestin: beta2AR (human) beta-arrestin recruitment activity. actives 0.02% (n = 330,000). beta-arrestin recruitment to beta2AR, cell-based reporter. P07550. Potency, µM (doses to about 46.1 µM), for the others: at the top dose activation, actives largely listed as activators;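 further: potency means the concentration at half of the fitted maximal effect; 0% = DMSO controls and full agonism = EC100 isoproterenol or metaproterenol; nearly all actives have a fitted effect of over 65% in size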
Target sequence (P07550 whole entry, looked up): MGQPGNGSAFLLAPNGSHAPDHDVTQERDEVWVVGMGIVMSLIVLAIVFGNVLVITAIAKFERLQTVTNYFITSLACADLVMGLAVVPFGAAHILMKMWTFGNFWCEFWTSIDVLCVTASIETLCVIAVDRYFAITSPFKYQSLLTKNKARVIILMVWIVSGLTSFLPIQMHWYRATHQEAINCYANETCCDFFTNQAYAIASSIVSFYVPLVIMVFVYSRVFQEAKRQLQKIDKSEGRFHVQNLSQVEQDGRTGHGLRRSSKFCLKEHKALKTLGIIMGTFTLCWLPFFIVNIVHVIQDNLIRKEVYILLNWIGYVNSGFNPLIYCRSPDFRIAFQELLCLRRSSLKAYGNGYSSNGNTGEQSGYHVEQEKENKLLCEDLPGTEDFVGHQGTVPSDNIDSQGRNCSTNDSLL
uPA surface inh: blocks generation of uPA at the cell surface; cell surface uPA generation assay, qHTS; AID 540303; actives 0.31% (n = 330,000); Potency, µM (highest dose often 38.3 µM), without a hit: top-dose activity change, negative = inhibition, usual class: inhibitors; active means well fitted inhibition curve with a large enough effect; inconclusive means small, poorly fitted or top-dose-only effect; inactive means no such curve, though single readings can be large or run the other way; tested in mouse RAW 264.7 cells; further: potency means the concentration at half of the fitted maximal effect; on the % scale 0 is the no-effect control and ±100 the full control effect; nearly all actives have a fitted effect of over 55% in size
TCR activator: activators of T cell receptors | primary human leukocytes, anti-CD3, IL-2 HTRF, 48 h | Potency, µM (top dose mostly 9.22 µM), for the others: top-dose activation of IL-2 secretion, actives largely listed as activators | 330,000 tested, under 10 active | AID 504894; further: % of control where 0% means no effect
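Compounds are tested in HTS on primary human leukocytes co-incubated with a-CD3 beads for 48 hr. IL-2 output is measured by time-resolved FRET.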
TSHR antagonist: blocks TSH signaling through the human TSH receptor; TSHR-expressing cells, TSH-stimulated cAMP HTRF, 2 h; hits give low values; activity change, negative = inhibition, % at 11.5 µM; actives 0.2% (n = 330,000); AID 504810;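 active means activity change below a set negative limit, meaning inhibition stronger than a set level, cut at about -70% in these data; inconclusive means activity change between two set negative limits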; further: on the % scale 0 is the no-effect control and ±100 the full control effect
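Competitive HTRF cAMP read-out (cryptate anti-cAMP antibody, cAMP-d2; 30 min, room temperature) in freshly harvested TSHR cells. Compounds added before TSH at EC80 (4nM final), followed by 2 hours' incubation at 37 deg C.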
Numbers without * were called inactive; ? = inconclusive; nt = not tested or not shown; [ ] = another dose, or the depositor's remark. Unless noted, the call rests on the fitted dose curve; in most records, active means well fitted curve in the direction sought with a large enough effect; inconclusive means small, poorly fitted or top-dose-only effect, or another doubt; inactive means no such curve, though single readings can be large; an effect the other way counts as inactive or inconclusive.

SMILES | Mito fusion yeast | USP2a block | Tb PFK inh | Eya2 phos inh | PTAP TSG101 blk | Chronic BCR inh | ELG1 repair inh | B2AR arrestin | uPA surface inh | TCR activator | TSHR antagonist
O=C(NCc1cccc(Cl)c1)c1ccc(CS(=O)Cc2ccc(Cl)cc2)o1 (configuration not stated) | 3% | 0% | -23% | 0% | 0% | 8% | 13µM* | -0.4% | 2% | 0% | -4
C=CCC(=O)NC1CC(C)(C)Cc2c1cnn2-c1ccc(C)cc1 (configuration not stated) | 1% | 0% | 5% | 6% | -2% | 3% | -2% | 0.2% | 2% | -3% | -17
COc1ccc(C)cc1NC(=O)NNS(=O)(=O)c1ccc(NC(C)=O)cc1 | -2% | -2% | -1% | -3% | -2% | -4% | -10% | -1.0% | 0% | -1% | 10
CCn1c2c(c3ccc(OC)cc31)CCCC2=O | 0% | 1% | -10% | 11% | 0% | -1% | 3% | 0.1% | 3% | 5% | nt
CC(=O)Nc1ccc(NC(=O)[C@H](C)NC(=O)c2ccco2)cc1 | -2% | -3% | 5% | 4% | 0% | 0% | ? | -0.7% | 1% | -3% | 1
Cn1c(=O)n(C)c2cc(NC(=O)CSc3ccccc3)ccc21 | -1% | -1% | -6% | -2% | -1% | -1% | ? | -0.5% | -3% | 13% | 11
Cc1ccc(C2(C)NC(=O)N(CC(=O)N(C)CC(=O)Nc3cccc4ccccc34)C2=O)cc1 (configuration not stated) | -4% | 0% | 12% | -11% | -1% | 4% | -2% | -0.1% | -2% | 4% | -3
Cc1ccc(COc2ccc(/C=N/NC(=O)c3ccc(CN4CCOCC4)cc3)cc2)cc1 | 0% | 3% | 2% | -5% | -2% | 1% | ? | -0.8% | 1% | 0% | -5
CC(=O)c1cccc(NC(=O)c2cc(=O)[nH]c3ccccc23)c1 | 6% | 6% | 1% | 8% | 2% | ? | -5% | -0.6% | 0% | -9% | -3
COc1ccc(NC(=O)CN(C)C(=O)C2CSC3(C)CCC(=O)N23)cc1 (configuration not stated) | -4% | 0% | -3% | -3% | -5% | 1% | ? | -3.0% | -3% | -15% | -9
O=C(CC1SCCNC1=O)Nc1cc(Cl)cc(Cl)c1 (configuration not stated) | -6% | 1% | -25% | -3% | -3% | -1% | 12% | 0.2% | 2% | 3% | 6
Cc1cc(/C=C2\SC(=O)NC2=O)c(C)n1-c1ccc(N(C)C)cc1 | -1% | -2% | -3% | 0% | -2% | ? | 6% | 0.5% | -3% | nt | -7
O=C(Nc1ccc(N2CCOCC2)cc1N1CCOCC1)c1ccc([N+](=O)[O-])cc1Cl | -6% | 2% | 4% | 0% | -3% | 7% | 2% | -0.6% | 0% | 7% | -18
CCOc1ccc(CCNC(=O)CSC(=S)N2CCCC2)cc1OCC | -13% | 3% | -6% | 13% | 1% | -1% | 7% | -0.2% | -4% | -4% | -10
O=C1CC2(CON=C2c2ccc(F)cc2)C(=O)N1c1ccc(F)cc1 (configuration not stated) | -4% | 2% | -6% | 5% | -1% | 0% | ? | 0.1% | 3% | 2% | 4
CCOC(=O)c1cnc(SC)nc1Sc1ccccc1Cl | 16% | -5% | 3% | -8% | 0% | ? | 18% | 0.2% | -3% | 3% | -20
CCC(C)[C@H](NC(=O)NCc1ccc(OC)c(OC)c1)C(=O)O (some centres not stated) | -12% | 0% | 0% | 13% | -4% | -1% | ? | -1.2% | 8% | -5% | -5
Cc1ccc(S(=O)(=O)N(CCCN(C)C)Cc2ccc3c(c2)OCO3)cc1 | 9% | 1% | -25% | -15% | 0% | -2% | 12% | -0.7% | -19% | -2% | 13
O=C(COC(=O)/C=C/c1ccc([N+](=O)[O-])cc1)NCc1ccccc1 | 5% | 0% | -2% | -4% | -4% | 4% | 6% | -0.7% | -5% | 3%[46.1 µM] | 4
CN(C)S(=O)(=O)N1CCC(Oc2cccc(C(=O)NC3CCOC3)c2)CC1 (configuration not stated) | 2% | 1% | 2% | 1% | -3% | -1% | 13% | 0.1% | 20% | 3% | -1
CC1(C)C(=O)Nc2ccccc2N1C(=O)COC(=O)c1ccc(NC(N)=O)cc1 | 0% | 3% | -11% | -34% | -6% | 1% | -21% | -0.1% | 8% | 4% | 6
N#Cc1ccc(C23OCCN2CCn2nc4ccccc4c23)cc1 (configuration not stated) | nt | 0% | 0% | -3% | -2% | -11% | 1% | 0.2% | 0% | 5% | 23
CCOc1cc(CNCCc2ccc(S(N)(=O)=O)cc2)ccc1OCC(=O)NC1CCCCC1 | -9% | 0% | -1% | 10% | 0% | -15% | ? | -0.1% | -6% | 5% | 6
COc1cccc(C(=O)NNC(=O)c2cccc(F)c2)c1 | 28% | -2% | 1% | ? | -3% | ? | ? | 0.3% | 2% | nt | -10
OC(COCc1ccc(Cl)cc1)CN1CCN(CC(O)COCc2ccc(Cl)cc2)CC1 (configuration not stated) | -7% | -2% | -4% | -8% | -3% | ? | 21µM* | -0.2% | -10% | -7% | 32
CCC(C)(C)C1CCC2(CC1)NC(=O)N(CC(=O)N(C)CCOc1ccc(Cl)cc1)C2=O (configuration not stated) | 3% | 0% | -1% | 11% | 0% | -4% | -5% | 0.0% | -22% | 3% | 0
CC(C)Oc1ccc(CNC(=O)c2ccc3nc(N4CCOCC4)sc3c2)cc1 | -2% | 1% | 0% | 5% | 1% | 7% | -30% | -0.5% | 0% | -4% | 15
COc1cccc(NC(=O)c2cnc(SC)nc2C)c1 | -2% | 0% | 0% | -5% | -4% | ? | -1% | -0.3% | 4% | 1% | -1
O=C(NC1CCN(Cc2ccccc2)CC1)c1ccccc1OCc1ccccc1 | -2% | 5% | 3% | -4% | 1% | 0% | -7% | -0.1% | -3% | -8% | -7
COc1ccc(/C(C)=N/NC(=O)C2CC2)cc1 | -3% | 0% | -8% | 7% | 0% | 1% | ? | -0.3% | 11% | -4% | 7
COc1ccc(CCn2cnc3c([nH]c4ccccc43)c2=O)cc1 | -2% | 1% | 1% | 10% | -1% | -13% | -2% | -0.1% | 0% | 0% | 3
c1ccc(CCNc2cnccn2)cc1 | -1% | -5% | -13% | 19% | -4% | 1% | ? | 0.9% | 3% | 2% | 10
Cc1ccc(S(=O)(=O)Nc2ccccc2F)cc1C(=O)NCCCN1CCCC1=O | 0% | 3% | 0% | 9% | -7% | 0% | 0% | -0.5% | nt | -23% | 2
CCC(C)(C)NC(=O)C(c1ccccc1F)N(C(=O)c1ccn[nH]1)c1ccccc1 (configuration not stated) | 0% | -2% | -7% | -10% | -5% | -3% | -23% | 12% | 8% | 6%[46.1 µM] | 20
COc1ccc(Nc2nc3nonc3nc2N2CCCCC2)cc1 | 8% | 1% | 1% | -1% | -1% | 1% | 21µM* | -0.1% | 0% | 0% | -13
O=C1C2CC=CCC2C(=O)N1c1ccc(NCCc2ccccc2F)c([N+](=O)[O-])c1 (configuration not stated) | 6% | -1% | -3% | -1% | 0% | 1% | ? | -1.7% | 1% | -7%[46.1 µM] | -13
CCN(CC)c1ncnnc1-c1ccccc1 | 5% | 5% | -3% | -5% | 0% | -3% | 4% | 0.1% | -2% | 1%[46.1 µM] | 0
CCOC(=O)c1ccc(CS(=O)c2ccc(Cl)cc2)o1 (configuration not stated) | 1% | 5% | 0% | -1% | -2% | ? | 1% | -1.1% | nt | nt | 44
Cc1cccc(N(CC(=O)Nc2cccnc2)S(C)(=O)=O)c1 | 2% | 0% | -3% | -5% | -8% | -4% | 1% | -0.5% | 4% | -3% | -1
COc1ccccc1C(OC(=O)c1cccs1)C(=O)NCC1CCCO1 (configuration not stated) | 3% | 3% | 2% | -4% | -10% | 13% | -6% | -0.7% | -6% | -17% | 5
CCCNC(=O)c1c[nH]c2ccc(S(=O)(=O)N(C)c3ccc(OCC)cc3)cc2c1=O | -1% | -1% | -3% | -8% | -3% | 10% | ? | -0.5% | 9% | -2% | 2
CCOc1ccc2nc(Cl)c(C3CC(c4ccccc4)=NN3C(=O)c3ccco3)cc2c1 (configuration not stated) | -2% | 2% | -3% | -10% | nt | 4% | 17% | -0.2% | nt | 2%[46.1 µM] | 2
